Tb MetRS inh: T. brucei MetRS inhibitors, primary screen, biochemical, luminescence. purified T. brucei MetRS, ATP depletion, Kinase-Glo luminescence. inhibition, % at 11.9 µM. actives 0.4% (n = 360,000). AID 624268, 2012;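 active = inhibition above a per-plate cutoff of the control wells' mean inhibition plus 3 SD, cut at about 5.5% in these data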;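 also: 0% = DMSO wells median and 100% = median of wells with control inhibitor compound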
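Dosing: 11.9 µM single point; system: parasite MetRS enzyme; technique: luminescence of leftover ATP; times: 15 min enzyme-compound preincubation, 2 h reaction, 10 min detection, 25 °C; replicates: each compound tested once; read-out basis: percent inhibition relative to median high and low control wells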
MLLE-PAM2 inh: inhibitors of PABP1 MLLE–PAM2 peptide binding, primary screen, biochemical, fluorescence polarization, FITC-PAM2, GST-MLLE; Polyadenylate-binding protein 1 (Homo sapiens), P11940; inhibition, % at 20 µM; actives 0.36% (n = 360,000); AID 588489, 2011; in the data active = inhibition above about 35%, passing the limit was not always enough;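 also: plate controls were DMSO wells with GST-MLLE for no effect and wells lacking GST-MLLE protein for full effect; some results filed as inactive read as strong as hits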
Target sequence (P11940 whole entry, looked up): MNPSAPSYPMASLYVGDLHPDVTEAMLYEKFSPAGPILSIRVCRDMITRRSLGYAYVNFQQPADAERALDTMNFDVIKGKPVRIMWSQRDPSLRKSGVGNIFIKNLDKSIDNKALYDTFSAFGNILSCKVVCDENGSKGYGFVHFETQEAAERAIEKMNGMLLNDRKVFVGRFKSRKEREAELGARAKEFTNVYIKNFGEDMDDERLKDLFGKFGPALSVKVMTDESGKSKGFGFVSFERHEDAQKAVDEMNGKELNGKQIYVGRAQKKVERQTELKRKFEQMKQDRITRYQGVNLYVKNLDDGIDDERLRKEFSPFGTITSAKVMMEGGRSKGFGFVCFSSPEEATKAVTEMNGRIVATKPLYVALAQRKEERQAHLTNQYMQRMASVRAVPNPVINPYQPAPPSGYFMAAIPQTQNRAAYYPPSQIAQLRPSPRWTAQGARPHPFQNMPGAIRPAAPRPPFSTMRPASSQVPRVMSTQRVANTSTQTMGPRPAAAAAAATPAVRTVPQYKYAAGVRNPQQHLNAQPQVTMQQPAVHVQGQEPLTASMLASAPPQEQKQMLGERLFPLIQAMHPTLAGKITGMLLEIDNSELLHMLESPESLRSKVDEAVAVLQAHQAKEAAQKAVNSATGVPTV
CSN deneddyl inh: inhibitors of CSN-mediated cullin deneddylation, primary screen, biochemical, fluorescence polarization, uHTS. COP9 signalosome complex subunit 5 (Homo sapiens), Q92905. Purified CSN, SCF-Nedd8-OG deneddylation. inhibition, % at 12.5 µM. actives 0.38% (n = 360,000). AID 651999, 2013;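 active = pattern-corrected inhibition above about 35%, with an unprinted fluorescence ratio check between 0.5 and 1.5, limit read from the data, passing the limit was not always enough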;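 also: 0% = enzyme with substrate and 100% = substrate without enzyme; some results filed as inactive read as strong as hits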
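Test system: purified human Csn5 enzyme expressed in HEK293T cells. Amount: 0.24 nM enzyme. Reagent: SCFSkp2-Nedd8OG substrate at 10 nM final. Schedule: 90 min incubation of compound, enzyme and substrate at room temperature. Detection: fluorescence polarization. Read-out: % inhibition of substrate cleavage by Csn5.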
Rpn11 inh: Rpn11 (PSMD14) deubiquitinase inhibitors, primary screen, biochemical, fluorescence polarization, uHTS; human 26S proteasome, Ub4-pepOG fluorescence polarization; 20S core pre-blocked with epoxomicin; calls only at 20 µM; AID 588493, 2011; actives 0.59% (n = 360,000);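 active = inhibition at 20 µM, scaled to each plate's controls, above about 33%, limit read from the data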
Target sequence (O00487 whole entry, looked up): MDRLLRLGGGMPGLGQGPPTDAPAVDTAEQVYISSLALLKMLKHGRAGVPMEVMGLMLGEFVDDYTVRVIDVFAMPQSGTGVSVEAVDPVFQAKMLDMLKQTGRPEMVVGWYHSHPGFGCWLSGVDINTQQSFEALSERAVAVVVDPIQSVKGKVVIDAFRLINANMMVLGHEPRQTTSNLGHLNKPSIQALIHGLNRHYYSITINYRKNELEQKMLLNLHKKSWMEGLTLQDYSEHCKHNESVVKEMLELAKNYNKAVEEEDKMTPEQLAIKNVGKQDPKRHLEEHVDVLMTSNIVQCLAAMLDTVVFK
NadD block: inhibitors of S. aureus NadD, primary screen, biochemical, colorimetric, uHTS | Nicotinate-nucleotide adenylyltransferase NadD (Staphylococcus aureus N315) | purified NadD enzyme, colorimetric absorbance read-out | inhibition, % at 20 µM | actives 0.78% (n = 360,000); in the data active = inhibition above about 26%; also: some compounds past the cut are filed as inactive
Scp1 inh: Scp-1 phosphatase inhibitors, primary screen, biochemical, colorimetric, uHTS; Carboxy-terminal domain RNA polymerase II polypeptide A small phosphatase 1 (Homo …; Recombinant Scp1, phosphopeptide, malachite green phosphate absorbance; inhibition, % at 20 µM; actives 0.88% (n = 340,000); AID 493091, 2011;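 active = inhibition above about 50% at 20 µM, limit read from the data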;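 also: plate controls were DMSO wells with enzyme for no effect and wells lacking enzyme for full effect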
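Material – SCP-1 phosphatase catalytic domain, residues 76-261 · Buffer or medium – Acidic Tris acetate buffer with magnesium and detergent · Also added – Phospho 17-mer peptide substrate · Compound – single 20 µM dose, 1% DMSO · Times – 45 min room-temperature reaction, 5 min colour, 30 min stabiliser · Technique – Phosphate-binding colour reagent, absorbance read at 630 nm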
LMPTP inh: LMPTP phosphatase inhibitors, primary screen, biochemical, fluorescence intensity, uHTS; actives 0.22% (n = 360,000); recombinant LMPTP-A, OMFP fluorogenic substrate; inhibition, % at 20 µM; Low molecular weight phosphotyrosine protein phosphatase (Homo sapiens), P24666;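 active = compounds that cut the enzyme signal by at least half of the control window in the single-dose screen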;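 also: plate controls were DMSO wells with enzyme plus substrate for no effect and substrate without enzyme for full effect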
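Buffer or medium: Bis-Tris pH 6.0, DTT, detergent; Assay system: LMPTP-A enzyme; Quantity: 0.625 nM enzyme; Detection: endpoint fluorescence intensity; Times: 50 min dark incubation at room temperature; Controls: substrate-only low control, DMSO enzyme-plus-substrate high control; Doses: single 20 µM dose; Read-out: percent inhibition versus substrate-only and uninhibited controls; Reagent: 400 µM OMFP.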
STEP block: STEP phosphatase inhibitors, primary screen, biochemical, fluorescence intensity, uHTS. Tyrosine-protein phosphatase non-receptor type 5 (Homo sapiens), P54829. recombinant STEP, OMFP fluorogenic substrate. inhibition, % at 20 µM. actives 0.25% (n = 360,000). AID 588621, 2011;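 active = inhibition at 20 µM, scaled per plate between control wells, above about 37%, limit read from the data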;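 also: 0% = DMSO with enzyme and substrate and 100% = substrate only without enzyme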
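medium = Bis-Tris buffer pH 6.0, 2.5 mM DTT, 0.005% Tween 20 | test system = STEP (striatal-enriched tyrosine phosphatase) enzyme, cell-free | measure = normalized % inhibition | compound dosing = 20 µM, 1% DMSO | also added = 25 µM OMFP | schedule = reaction 20 min, ambient temperature | measured by = fluorescence read at 480 nm ex / 540 nm em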
DNMT1 inh: human DNMT1 methyltransferase inhibitors, primary screen, biochemical, molecular beacon, fluorescence, HinP1I cleavage, uHTS | DNA (cytosine-5)-methyltransferase 1 (Homo sapiens), P26358 | inhibition (reported as % activation of signal), % at 10 µM | actives 0.83% (n = 360,000); in the data active = inhibition above about 50%
SUMO1-SIM PPI: modulators of SUMO1 protein-protein interactions, primary screen, biochemical, uHTS; SUMO1 binding to a labelled peptide, TR-FRET, 1 h; Small ubiquitin-related modifier 1 (Homo sapiens), P63165; actives 0.33% (n = 360,000); AID 602429, 2012; inhibition, % at 20 µM; in the data active = inhibition above about 37%
Target sequence (P63165 whole entry, looked up): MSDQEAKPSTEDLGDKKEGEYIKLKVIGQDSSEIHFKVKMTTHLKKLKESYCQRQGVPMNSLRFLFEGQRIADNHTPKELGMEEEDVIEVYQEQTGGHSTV
Starred values were filed as active, the others as inactive; i = inactive; x = not tested or not shown.

SMILES,Tb MetRS inh,MLLE-PAM2 inh,CSN deneddyl inh,Rpn11 inh,NadD block,Scp1 inh,LMPTP inh,STEP block,DNMT1 inh,SUMO1-SIM PPI
COc1ccc2nc(NC(=O)CSc3nc4cccnc4n3C)sc2c1,-0.1,14,2,i,-5,0,0.6,0,1,0
CC(=O)c1ccc(Cc2ccccc2)cc1,-0.5,7,1,i,-3,-10,-0.9,-3,2,-4
C[C@H](CO)N1C[C@H](C)[C@@H](CN(C)C(=O)Nc2ccc3c(c2)OCO3)Oc2ccc(NC(=O)CCN3CCOCC3)cc2C1=O,-0.3,-7,1,i,-3,20,-0.8,1,1,-3
COc1ccc(C(=O)Oc2c(CN3CCOCC3)cc(Cl)c3cccnc23)cc1,0.4,-12,0,i,0,-7,0.3,2,-3,-9
O=C(NNS(=O)(=O)c1ccccc1[N+](=O)[O-])c1cccc([N+](=O)[O-])c1,-0.5,23,-3,i,-4,-4,-1.1,-2,-6,-14
O=[N+]([O-])c1cc(S(=O)(=O)N2CCOCC2)ccc1OCc1cccc(Cl)c1,-0.1,-18,4,i,-4,0,3.1,-1,-1,-5
Cc1ccc(C(=O)N2CCn3c(C)ccc3C2C)cc1 (stereo not drawn),-0.1,-23,1,i,-1,-3,1.3,-4,-10,-4
CC1CCCC(NC(=O)c2ccncc2)C1C (stereo not drawn),-0.9,3,2,i,1,3,-1.2,-2,-2,4
COc1ccc(S(=O)(=O)N(C)CC(=O)Nc2ccc3c(c2)OCCO3)cc1OC,-1.1,-14,5,i,-5,3,-1.9,3,-1,-3
COc1ccc(/C=C2/SC(=S)N(CCC(=O)N3CCN(C)CC3)C2=O)cc1,-0.4,-11,0,i,-7,5,0.7,-2,4,-44
Cc1ccc(S(=O)(=O)N2CCOCC2)cc1C(=O)N1CCN(S(=O)(=O)c2cccs2)CC1,0.1,-5,-1,i,-1,0,-1.0,3,0,-1
O=C(Cc1ccccc1[N+](=O)[O-])Nc1cccc(S(=O)(=O)NC2=NCCCCC2)c1,-0.4,-11,-13,i,1,-1,-0.9,1,1,-9
CCCCCCN1C[C@@H](n2cc(-c3ccc(F)cc3)nn2)[C@H](O)C[C@@H]1c1ccccc1,-0.5,-1,1,i,-4,x,1.7,0,-6,5
COc1cccc(CN2CC(C(=O)N3CCOCC3)CCC2=O)c1 (stereo not drawn),-0.3,2,4,i,-2,-7,-1.2,-2,-1,3
Cc1ccc(O)c(-c2cc(C(F)(F)C(F)F)[nH]n2)c1,-0.3,-5,-4,i,-22,-5,-0.3,-2,-4,-2
CCc1nc(N2CCN(C(=O)c3ccco3)CC2)c2c3c(sc2n1)CCCC3,-1.0,12,1,i,4,-5,1.5,-1,-6,2
COc1ccc(C(=O)Nc2c(N)nc(SCC(=O)Nc3ccc(NC(C)=O)cc3)[nH]c2=O)cc1,-0.5,22,2,i,-3,24,0.3,0,2,12
CCOC(=O)CC1C(=O)NCCN1S(=O)(=O)c1ccc(F)cc1 (stereo not drawn),-0.6,3,5,i,-2,-13,-0.6,-1,-2,-2
CCCCNc1c(-c2ccc(-c3ccc(OC)cc3)c(OC)c2)nc2ccccn12,0.3,-10,5,i,2,8,14,1,-24,-1
CC1(C)NC(=O)N(CC(O)CN(c2ccccc2)S(=O)(=O)c2ccccc2[N+](=O)[O-])C1=O (stereo not drawn),-0.8,1,5,i,-8,-5,-0.4,-2,2,-8

As a working copy, 3 of the compounds above:
SMILES,Tb MetRS inh,MLLE-PAM2 inh,CSN deneddyl inh,Rpn11 inh,NadD block,Scp1 inh,LMPTP inh,STEP block,DNMT1 inh,SUMO1-SIM PPI
CCOC(=O)CC1C(=O)NCCN1S(=O)(=O)c1ccc(F)cc1 (stereo not drawn),-0.6,3,5,i,-2,-13,-0.6,-1,-2,-2
CCCCNc1c(-c2ccc(-c3ccc(OC)cc3)c(OC)c2)nc2ccccn12,0.3,-10,5,i,2,8,14,1,-24,-1
CC1(C)NC(=O)N(CC(O)CN(c2ccccc2)S(=O)(=O)c2ccccc2[N+](=O)[O-])C1=O (stereo not drawn),-0.8,1,5,i,-8,-5,-0.4,-2,2,-8

The list continues:
SMILES,Tb MetRS inh,MLLE-PAM2 inh,CSN deneddyl inh,Rpn11 inh,NadD block,Scp1 inh,LMPTP inh,STEP block,DNMT1 inh,SUMO1-SIM PPI
CC12CCC(C(=O)Nc3ccc4c(c3)OCCO4)(OC1=O)C2(C)C (stereo not drawn),-0.1,-2,2,i,-4,7,-0.6,0,-3,-2
O=C(NCC1CCCO1)c1ccc2c(c1)N(Cc1ccccc1)C(=O)CS2 (stereo not drawn),-0.8,4,3,i,-5,-5,-0.8,0,-1,2
COc1ccccc1N1CCN(C(=O)c2oc3ccc(Br)cc3c2C)CC1,0.1,-8,5,i,-2,-2,4.1,2,-2,2
C/C(NC(=O)c1ccccc1)=C1/C(=O)CC2C1C2(C)C (stereo not drawn),-0.8,-7,0,i,-2,-14,0.7,7,2,-18
COc1ccc(C2NC(=O)NC(c3ccccc3)=C2c2nc3ccccc3s2)cc1 (stereo not drawn),-1.0,-4,-1,i,9,-8,4.3,1,-7,2
C/C(=N\NC(=O)Cn1c(-c2ccccn2)nc2ccccc21)c1ccccc1,-0.7,-14,2,i,7,-1,-0.8,0,4,2
COc1cc(C(=O)Nc2c(C(=O)O)[nH]c3ccccc23)cc(OC)c1OC,-1.3,-17,2,i,1,0,-2.7,-1,1,-5
CCN(Cc1ccccc1)Cc1c(C)[nH]c2c(C)c(C)ccc2c1=O,-0.5,9,0,i,1,-4,-1.3,2,8,2
FC(F)(F)c1nc2ccccc2nc1N/N=C\c1ccccc1,-0.3,-5,6,i,2,4,2.0,0,-4,-21
O=C1c2ccccc2NC(c2ccc(F)cc2)N1Cc1ccco1 (stereo not drawn),-0.9,5,-5,i,1,2,-1.8,-5,4,5
Cc1c(NC(=O)c2cc3c(=O)n4ccccc4nc3s2)c(=O)n(-c2ccccc2)n1C,-0.8,-1,0,i,-3,-4,-0.8,0,-4,-18
O=C(N/N=C/c1cccc(Br)c1)c1ccc(Cn2cc(Br)cn2)o1,-0.4,1,1,i,-5,26,-0.1,-1,-5,-13
F[B-](F)(F)c1cnc2ccccc2c1,0.4,-11,1,i,4,0,-1.8,-2,7,4
Cc1ccc(S(=O)(=O)Nc2ncccn2)cc1,-0.8,-5,-2,i,-2,4,-1.6,-1,1,-7
COC(=O)c1ccc(N2CCN(C)CC2)c(NC(=O)c2cccnc2)c1,0.6,12,-7,i,-1,-4,-0.5,10,2,2
CN1C=CC=C/C1=C(\C#N)c1nc2ccccc2[nH]1,-0.5,-15,2,i,4,-11,2.4,0,-6,-27
CCOC(=O)[C@]12CCC=C1N(Cc1ccccc1)C(=O)[C@H](CC(=O)NCc1ccccc1)C2,0.0,x,-4,x,3,x,-0.2,x,x,4
COCCN(C(=O)Cn1nnc2ccccc21)C(C(=O)NC1CCCC1)c1cccc(OC)c1OC (stereo not drawn),0.2,-11,1,i,5,-2,-3.0,-3,3,2
C[C@H]1CN([C@@H](C)CO)C(=O)c2cccc(NC(=O)Nc3ccc(F)cc3)c2O[C@@H]1CN(C)Cc1ccc(C(=O)O)cc1,0.7,7,6,i,-2,-3,-2.2,-1,1,-6
CCOc1ccccc1N1CC(C(=O)Nc2ccccc2CC)CC1=O (stereo not drawn),-0.8,17,4,i,-7,1,-0.8,-2,2,-2
Cc1ccc(C(=O)OCC(=O)Nc2ccc3[nH]c(=O)[nH]c3c2)o1,-0.4,5,-7,i,-2,-1,0.2,2,-1,6
CN(C(=O)Nc1ccc(Cl)cc1Cl)C1CCCC1,-0.4,9,1,i,-1,-1,0.5,-1,0,-4
COc1ccc(-n2nc(C(=O)Nc3ccc4c(c3)OCO4)c3c4ccccc4n(C)c3c2=O)cc1,-0.2,-3,-2,i,11,-15,1.7,1,-1,-2
CCOCCCNC(=O)C(c1ccccc1)N(Cc1ccc2c(c1)OCO2)C(=O)c1ccccc1O (stereo not drawn),-0.5,18,-8,i,-8,-4,-0.5,0,-3,0
Nc1nc(SCC(=O)Nc2ccc([N+](=O)[O-])cc2)[nH]c(=O)c1NC(=O)c1ccc(Br)cc1,-0.5,12,6,i,5,4,2.3,1,2,4
CC(OC(=O)CCN=C1NS(=O)(=O)c2ccccc21)C(=O)Nc1ccccc1F (stereo not drawn),-0.3,4,-4,i,0,2,-0.5,0,1,7
C[C@H](CO)N1C[C@H](C)[C@@H](CN(C)C(=O)Nc2ccc(C(F)(F)F)cc2)Oc2ccc(NS(=O)(=O)c3cccs3)cc2C1=O,-0.2,15,0,i,10,19,1.1,-1,-2,-1
CCOc1cc2[nH]c(=O)n(CCC(=O)NCc3ccc(OC)cc3)c(=O)c2cc1OCC,-2.0,-3,1,i,-3,-2,-0.2,-5,-3,0
CCc1ccc(C2CC(c3ccc(Cl)cc3)=NNC2=O)cc1 (stereo not drawn),0.9,2,-1,i,-4,0,1.3,3,-5,-4
COc1ccc(C)c2sc(=NC(=O)c3ccccc3)n(C)c12,-0.3,-9,-7,i,-7,-12,1.6,1,0,-14
COC(=O)CS(=O)(=O)c1cc(Br)cc2c1N(C(C)=O)CC2,0.8,14,4,i,10,5,-1.4,0,-2,2

Screening results deposited in PubChem by several laboratories.
